# Bioassay records: PubChem, several laboratories
# M. tuberculosis GlmU: inhibition of mycobacterial GlmU enzyme – biochemical, glucosamine-1-phosphate acetyltransferase (AID 1376); M. tuberculosis GlmU acetyltransferase enzyme assay; higher % means a stronger effect; inhibition, %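 (tested at 30 µM in the primary screen)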; hits with a dose series show IC50 in µM; 220,000 compounds, 0.25% hits; in the data active = inhibition above about 13%; inconclusive = no clear call, values can overlap the other calls;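 also: 0% = complete reaction with vehicle and 100% = reaction without substrate; strong numbers were not always called active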
# RmlCD inh 1536: blocks M. tuberculosis RmlC and RmlD coupled enzymes | RmlC+RmlD coupled enzyme assay, percent inhibition; primary screen in compound mixtures | AID 1533 | inhibition, % at 3.6 µM | 160,000 compounds, 0.03% hits; in the data active = inhibition mostly above about 34%, no sharp cut-off; inconclusive = no clear call, values can overlap the other calls; inactive = mostly below about 22%; also: some results filed as inactive read as strong as hits
# Target sequence (P9WH09 whole entry, looked up): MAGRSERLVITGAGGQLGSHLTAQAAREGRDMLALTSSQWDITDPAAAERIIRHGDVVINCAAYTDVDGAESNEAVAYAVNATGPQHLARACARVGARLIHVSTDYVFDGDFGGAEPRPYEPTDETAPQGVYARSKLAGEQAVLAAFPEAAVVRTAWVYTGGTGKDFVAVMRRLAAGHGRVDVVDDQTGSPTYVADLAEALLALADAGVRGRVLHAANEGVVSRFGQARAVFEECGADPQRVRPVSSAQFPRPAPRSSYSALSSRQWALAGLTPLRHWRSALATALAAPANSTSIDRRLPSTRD
# Target sequence (P9WH11 whole entry, looked up): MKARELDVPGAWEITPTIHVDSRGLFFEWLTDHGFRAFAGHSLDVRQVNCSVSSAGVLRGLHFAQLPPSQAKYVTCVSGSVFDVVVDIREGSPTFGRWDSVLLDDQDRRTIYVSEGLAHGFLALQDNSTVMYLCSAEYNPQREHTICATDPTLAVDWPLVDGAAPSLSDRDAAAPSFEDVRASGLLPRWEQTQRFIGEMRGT
# Active calls of the source: *; ? = inconclusive; . = no result given.
SMILES,M. tuberculosis GlmU,RmlCD inh 1536
O=C(NCc1nnc(SCc2ccc(C(F)(F)F)cc2)n1-c1ccccc1)C12CC3CC(CC(C3)C1)C2,-1.8%,2.6
CCCN(Cc1ccccc1)C(=S)Nc1ccc(F)cc1,9.5%,3.8
COc1ccc(C(=O)SC2=NCCS2)cc1OC,3.1%,2.9
CC1CC(=O)C2=C(C1)Nc1ccccc1N(C(=O)COc1ccccc1)C2c1ccco1 (stereo not given),0.9%,4.2
O=c1[nH]c(CN2CCN(Cc3ccc4c(c3)OCO4)CC2)nc2sc3c(c12)CCC3,3.0%,.
COCc1nnc(NC(=O)CCCOc2ccccc2OC)s1,4.0%,-4.5
CC1(c2nnc(-c3cccc(Cl)c3)o2)CC(c2ccc(C#N)cc2)=NO1 (stereo not given),2.6%,.
Cc1ccc(NC2=C/C(=N\S(=O)(=O)c3cccs3)c3ccccc3C2=O)c(C)c1,1.8%,.
COc1ccc(/C(C)=N/Nc2ccc(C(=O)O)cc2)cc1OC,5.0%,.
COc1ccc(C2CC(c3ccccc3)=NN2C(=O)CSc2ncccn2)cc1 (stereo not given),-0.8%,99.5
CCCCCCn1c(SCC(=O)OC)nc2c1c(=O)[nH]c(=O)n2C,-0.6%,-5.3
O=C(O)C1C2C=CC(C3CC23)C1C(=O)N1CCc2ccccc21 (stereo not given),-1.5%,-3.0
O=C(CN1CCN(c2ccc(F)cc2)CC1)Nc1cc(C(F)(F)F)ccc1Cl,-0.8%,4.2
CCn1cc(C(=O)OCC(=O)NCc2ccc3c(c2)OCO3)c(=O)c2ccc(C)nc21,3.3%,.
COc1ccc(-c2nc(CN3CCCCC3CCc3ccccn3)c(C)o2)cc1 (stereo not given),0.7%,-11.8
COc1cc(-c2nc3ccc4ccccc4c3c3c2CCC3)ccc1O,8.0%,3.2
OCCSc1nc2ccccc2n1CCOc1ccccc1,-0.3%,.
O=C(c1ccc(F)cc1F)N1CCN(c2ncccn2)CC1,-6.2%,.
COc1cc(C2NC(=O)NC(c3ccccc3)=C2C(C)=O)ccc1OCC(=O)O (stereo not given),7.2%,.
CCOc1ccc(-n2c(=S)sc3c(=O)[nH]c(SCC(=O)C(C)(C)C)nc32)cc1,10.0%,6.3
Cn1cnc([N+](=O)[O-])c1SCC(=O)NN,-1.8%,1.5
CCCOc1ccc(N2C(=O)CC(NNC(=O)c3ccc(COc4ccccc4)o3)C2=O)cc1 (stereo not given),1.6%,6.2
COc1ccc(-c2[nH]nc3c2C(c2ccc(OC(=O)N4CCOCC4)cc2)C(C#N)=C(N)O3)cc1 (stereo not given),.,6.5
Cc1cccc(N(CC(=O)NC2CCCCC2)C(=O)Cn2nnc(-c3ccc(C)o3)n2)c1,-5.7%,-4.9
COC(=O)c1ccc(CSc2ccc3nnc(-c4ccc(F)cc4)n3n2)o1,3.4%,13.9
CCc1cccc(CC)c1NC(=O)COC(=O)c1ccc(F)c(S(=O)(=O)N(CC)CC)c1,5.5%,40.4
O=S(=O)(c1ccc2nc(-c3ccco3)c(-c3ccco3)nc2c1)N1CCOCC1,-0.8%,.
C=CCOC(=O)CCC(=O)Nc1cc(OC)nc(OC)n1,-2.5%,.
Cc1cc(NC2CCCCC2)n2c(n1)nc1ccccc12,1.5%,-7.5
N#Cc1c(N)n(CCCN2CCOCC2)c2nc3ccccc3nc12,2.1%,3.9
Cc1ccc(NC(=O)CCC(=O)NNC(=O)COc2ccccc2)cc1C,-3.1%,-6.9
COc1nc(OC)nc(N2CCCCCC2)n1,-0.4%,.
COc1ccc(C(=O)N[C@H](C(=O)NCc2ccco2)C(C)C)cc1,2.7%,7.8
C=CCc1cccc2cc(C(=O)NC3=C(C#N)CCC3)c(=O)oc12,0.2%,13.0
O=C1N/C(=N\N=C\c2ccco2)SC1Cc1ccccc1[N+](=O)[O-] (stereo not given),0.0%,.
CCCCNC(=O)c1cccnc1SCC(=O)Nc1ccccc1OC,-3.5%,-18.6
O=c1c2ccccc2c(C=NCCCN2CCOCC2)c(O)n1Cc1ccccc1,-8.4%,10.9
O=C(CCN1C(=O)C2CCCCC2C1=O)Nc1ccc(F)c(F)c1F (stereo not given),-2.2%,5.0
O=C(N=Nc1c(O)[nH]c2ccccc12)c1cc(-c2ccc(F)cc2)n[nH]1,1.4%,-10.5
CCN(CC)CCNC(=O)c1cn(C)c2ccc(S(=O)(=O)N(C)C3CCCCC3)cc2c1=O,2.3%,.
COc1ccc(CN(C(=O)Cn2nnc3ccccc32)C(C(=O)NC(C)(C)C)c2ccco2)cc1 (stereo not given),-2.2%,13.7
O=[N+]([O-])c1cc(S(=O)(=O)Nc2ccccc2)ccc1N1CCN(c2ccccc2)CC1,0.4%,-5.9
O=C(O)c1ccccc1Nc1ccccc1C(=O)O,-0.9%,4.8
COc1cccc(/C(O)=C/c2nc3ccc(C(=O)NCCc4ccc(Cl)cc4)cc3[nH]c2=O)c1,-1.6%,?
O=C(CN1C(=O)CC(c2ccccc2)S(=O)(=O)c2ccccc21)N1CCCCC1 (stereo not given),-2.5%,2.5
CCOC(=O)Nc1ccc(C(N)=O)cc1,-4.3%,.
O=C(COC(=O)c1cccc([N+](=O)[O-])c1)c1ccc(OCc2ccccc2)cc1,0.9%,.
COCCSc1ccccc1C(=O)Nc1cc([N+](=O)[O-])ccc1OC,-1.0%,15.6
Cc1ccc(Oc2ccc(/C=N/O)cn2)cc1,-9.2%,10.4
Cn1c(=O)n(CCOc2ccc(Cl)cc2Cl)c2ccccc21,-3.0%,7.6
COc1ccc2c(c1)c(CCNNC(=O)C(C)(C)C)c(C)n2C(=O)c1ccc(Cl)cc1,2.7%,.
COc1ccc(N2C(=O)C3CCCN3C2c2cc(OC)c(OC)c(OC)c2)cc1 (stereo not given),1.4%,.
O=C(C[n+]1ccsc1)c1ccccc1,-2.7%,-13.2
CC(C)(C)c1ccc(-c2nnc(SCCC#N)n2C2CCCC2)cc1,1.5%,8.6
CCC(C)[C@H]1CN=C(N)N1CC1CCCCC1 (stereo not given in full),-6.0%,.
CCOc1ccc(C(C)NC(=O)CCC(=O)O)cc1 (stereo not given),1.4%,.
Cc1nn(Cc2cccc3ccccc23)c(C)c1NC(=O)c1cccnc1,1.6%,-14.7
CCCOc1ccc(C(=O)NCC(c2cccs2)N(C)C)cc1 (stereo not given),-2.0%,.
O=[N+]([O-])c1ccc(Cl)c(/C=N/N2CCN(Cc3ccc(Cl)cc3)CC2)c1,-1.6%,-2.3
O=C1NC(c2cccc(Cl)c2)Nc2ccccc21 (stereo not given),4.4%,.

# The list goes on:
SMILES,M. tuberculosis GlmU,RmlCD inh 1536
Cc1ccc(S(=O)(=O)N/N=C\c2ccc(C)o2)cc1,7.8%,-3.8
COc1ccccc1NC(=O)Cn1nnc(-c2ccccc2NC(=O)c2cnccn2)n1,-9.6%,-6.9
CSC1=C(C#N)C(c2ccc3c(c2)OCO3)C2=C(CCCC2=O)N1 (stereo not given),-3.5%,.
CC(C)(C)NCc1ccc(OCc2cccs2)cc1,-7.9%,-5.8
O=c1c2ccccc2nc(COc2ccccc2)n1/N=C/c1ccc(O)cc1O,4.2%,9.8
COc1ccc(/C=N/NC(=S)Nc2cc(C(F)(F)F)ccc2Cl)cc1,0.5%,3.1
CCN(CC)C(=O)c1ccc(C(=O)c2ccccc2)cc1,3.0%,6.5
C=CCNC(=O)C(=O)NCCOc1ccccc1Cl,1.4%,0.8
CC(NC(=O)NCCCC(=O)O)(C(F)(F)F)C(F)(F)F,0.4%,-6.1
COc1cccc(C2C(C#N)=C(N)Oc3c2oc(CO)cc3=O)c1OC (stereo not given),0.9%,.
O=C(NCCc1ccccc1)C1CCN(S(=O)(=O)N2CCCCCC2)CC1,-2.8%,-0.3
OC(c1ccccc1)c1nccc2ccccc12 (stereo not given),2.3%,-14.1
CCOC(=O)C1CCN(Cc2c(O)ccc3ccccc23)CC1,2.3%,-4.3
O=C(Cn1c(CO)nc2ccccc21)NC1CCCCCC1,3.1%,3.3
CCC(c1nnnn1CCOC)N(Cc1ccc(C)cc1)Cc1cc2cc(OC)ccc2[nH]c1=O (stereo not given),1.4%,-3.0

# A draw from above in order of SMILES length, high to low:
SMILES,M. tuberculosis GlmU,RmlCD inh 1536
O=S(=O)(c1ccc2nc(-c3ccco3)c(-c3ccco3)nc2c1)N1CCOCC1,-0.8%,.
COc1ccccc1NC(=O)Cn1nnc(-c2ccccc2NC(=O)c2cnccn2)n1,-9.6%,-6.9
CCN(CC)C(=O)c1ccc(C(=O)c2ccccc2)cc1,3.0%,6.5

# Already shown: 5 of the compounds above.
SMILES,M. tuberculosis GlmU,RmlCD inh 1536
O=C(NCCc1ccccc1)C1CCN(S(=O)(=O)N2CCCCCC2)CC1,-2.8%,-0.3
OC(c1ccccc1)c1nccc2ccccc12 (stereo not given),2.3%,-14.1
CCOC(=O)C1CCN(Cc2c(O)ccc3ccccc23)CC1,2.3%,-4.3
O=C(Cn1c(CO)nc2ccccc21)NC1CCCCCC1,3.1%,3.3
CCC(c1nnnn1CCOC)N(Cc1ccc(C)cc1)Cc1cc2cc(OC)ccc2[nH]c1=O (stereo not given),1.4%,-3.0

# (more compounds)
SMILES,M. tuberculosis GlmU,RmlCD inh 1536
COc1ccc(-c2cn[nH]c2-c2ccc(OCc3ccc(F)cc3)cc2O)cc1OC,-3.6%,9.8
Cc1ccc(OCC(=O)OC2CCCN(C)C2)cc1 (stereo not given),0.8%,-10.4
CCN(CC)c1ccc(C=C(c2nnnn2-c2ccccc2)c2nnnn2-c2ccccc2)cc1,-7.0%,-3.8
CCCCN(C)C(=O)c1nc2ccccn2c1CN1CCN(c2cnccn2)CC1,2.7%,.
Cc1cc(F)ccc1S(=O)(=O)Nc1ncnc2sc3c(c12)CCC3,-0.3%,14.7
Cc1ccc(-c2nnn(CC(=O)Nc3cccc4cccnc34)n2)o1,-0.7%,72.7
O=C(Nc1ccccc1Cl)c1cccs1,0.9%,.
O=C(c1cc2cc(Br)cc(Br)c2oc1=O)N1CCCC1,0.6%,.
Cc1c(-c2ccccc2)[n+](=O)c(-c2ccc(Cl)cc2)c(C)n1[O-],-4.4%,-12.2
Cc1ccc(C(c2nnnn2CS(=O)(=O)c2ccc(C)cc2)N2CCCC2)cc1 (stereo not given),-1.1%,.
Cc1ccc(-n2c(=O)c3ccccc3n(CC(=O)NCc3ccco3)c2=O)cc1,-3.8%,-7.6
Cc1oc2cc(O)ccc2c(=O)c1Oc1ccccc1Br,3.8%,3.8
COc1ccc(CCNC(=S)NC(=O)/C=C/c2ccc(C)cc2)cc1OC,1.8%,.
CN(C)c1ccc2c(c1)N=C(c1ccco1)OP2(=S)N1CCOCC1 (stereo not given),1.1%,.
COc1cccc(-n2cnc3c(sc4nc(N5CCOCC5)c5c(c43)CCCC5)c2=O)c1,-2.2%,2.1
COc1ccc(/C=N/NC(=O)c2cc(C)oc2C)cc1OC,0.3%,6.5
Cc1nc(N)sc1C(=O)Nc1ccccc1,-2.2%,7.9
Cc1ccc2[nH]c(=S)cc(C)c2c1,2.2%,5.6
O=C1NC(=O)N(Cc2ccc(F)cc2)C(=O)/C1=C\c1ccoc1,4.2%,3.3
O=C(NC1c2ccccc2-c2ccccc21)c1ccccc1,1.1%,3.3
COc1ccc(OC)c(S(=O)(=O)NCCc2ccccc2)c1,3.1%,.
CCn1c(SC(C)C(=O)OC)nnc1-c1c[nH]c2ccccc12 (stereo not given),-0.6%,-8.1
Cc1ccc(-c2[nH]c(-c3ccc(Cl)cc3)nc2SCC(=O)NCC2CCCO2)cc1 (stereo not given),-1.0%,.
Cc1ccc(C(c2c(O)nc3n(c2=O)CCS3)c2c(O)nc3n(c2=O)CCS3)cc1,-1.5%,.
COc1cccc(CNC(=O)CCC2CCCN(C(=O)Cc3ccccc3F)C2)c1 (stereo not given),-2.7%,-3.8
CCCn1c(CNc2ccc(Br)cc2)nc2ccccc21,-6.7%,-23.3
Cc1ccc(NS(=O)(=O)c2ccc(C)c(NC(=O)COc3ccc4ccccc4c3)c2)c(C)c1,3.5%,6.2
Cc1c(NC(=O)c2ccc(CN3CCc4ccccc4C3)cc2)c(=O)n(-c2ccccc2)n1C,4.9%,.
CC(=O)C1=C(C)NC(=O)NC1/C=C/c1ccccc1 (stereo not given),0.1%,7.4
CCn1c(SCC(=O)Nc2ccccc2C(=O)OC)nnc1-c1ccoc1C,7.1%,.
CCOC(=O)C1Nc2ccc(C(F)(F)F)cc2C2C=CCC12 (stereo not given),1.7%,.
Cc1n(N)c2ccccc2[n+]1CC(=O)c1ccccc1,6.6%,-10.0
CC1(C)SC(=S)N(/N=C/c2cccnc2)C1N(O)C(=O)Nc1ccccc1 (stereo not given),4.7%,2.4
N#CCSc1nc2c(cc1C#N)CCCCCC2,0.6%,9.3
Cc1cc(C)n2c(Nc3ccc4c(c3)OCCO4)c(-c3ccco3)nc2n1,3.2%,21.8
O=C(OCc1nnc(-c2ccccc2)o1)c1ccc(S(=O)(=O)NCc2ccco2)cc1,-0.6%,102.4
Cc1ccc(NC(=O)c2ccccc2-c2ccccc2C(=O)O)cc1,-1.4%,-4.0
O=C(CCCc1ccccc1)Nc1ccc2c(c1)OCCO2,-3.0%,6.6

# Another view of part of the listing above.
# Results follow in this order: M. tuberculosis GlmU, RmlCD inh 1536
CC1(C)SC(=S)N(/N=C/c2cccnc2)C1N(O)C(=O)Nc1ccccc1 (stereo not given)
    4.7%, 2.4
N#CCSc1nc2c(cc1C#N)CCCCCC2
    0.6%, 9.3
Cc1cc(C)n2c(Nc3ccc4c(c3)OCCO4)c(-c3ccco3)nc2n1
    3.2%, 21.8
O=C(OCc1nnc(-c2ccccc2)o1)c1ccc(S(=O)(=O)NCc2ccco2)cc1
    -0.6%, 102.4
Cc1ccc(NC(=O)c2ccccc2-c2ccccc2C(=O)O)cc1
    -1.4%, -4.0

# A portion of the library; the hit share may differ from the screen's.
